# IDE cell activ – IDE (human) activation, cell-based; HEK cells, FAbeta-B cleavage, fluorescence polarization; 0% vehicle, 100% cell-free pure enzyme wells; 0.073% of 340,000 active; P14735; activation, % at 5.96 µM; AID 493087;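 active means activation above the mean of all tested compounds plus 3 SD, set per screening campaign, cut at about 17% in these data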
# IDE inh – cellular human IDE inhibition; P14735; HEK cells, FAbetaB cleavage, fluorescence polarization; inhibition, % at 5.59 µM; 0.41% of 320,000 active; AID 434962;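 active means percent inhibition above the average of all tested compounds plus 3 SD, set per screening campaign, cut at about 16% in these data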;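 further: IDE supplied by intact live HEK cells; FP after avidin binding of uncleaved biotin substrate so inhibition keeps polarization high; 0% = DMSO wells and 100% = 60 µM reference IDE inhibitor Ii1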
# CRFR2-BP ag – CRF-BP/CRF-R2 complex agonism; 0.46% of 350,000 active; HEK293 CRF-R2/CRF-BP, calcium dye fluorescence (FLIPR); percent of saturating CRF peptide response; activation, % at 13.2 µM; AID 588473;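 active means activation of at least 50%, plus an integration ratio under a set limit after plate pattern correction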;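 further: plate controls were neutral control wells without compound for no effect and CRF at EC100 for full effect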
# CRFR2-BP antag – CRF-BP/CRF-R2 complex antagonism | inhibition, % at 11.8 µM | HEK293 CRF-R2/CRF-BP, CRF-induced calcium fluorescence | 0.59% of 350,000 active;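 active means inhibition of the ligand-induced calcium signal above about 50% at the single tested concentration, limit read from the data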
# pCIP destab – compounds decreasing mouse p/CIP protein stability. Q05BA5. F442A p/CIP-EGFP cells, EGFP fluorescence, 16 h. decrease of EGFP signal, % at 10 µM. 0.01% of 290,000 active;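 active means EGFP signal decrease of at least 30% at 10 µM or well 3 SD below plate mean, unless failing retest; inactive means the rest, including hits failing retest or dose response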; further: some compounds called inactive have numbers as strong as hits; many of its hits are not listed in these tables
# M4 PAM – potentiates acetylcholine response at human M4 receptor; P08173; CHO-K1 hM4/Gqi5, Fluo-8 calcium fluorescence, ACh EC20; 0% = ACh EC20, 100% = maximal ACh; activation, % at 3 µM; 0.4% of 360,000 active; AID 624126;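 active means activation above its plate's cutoff, the mean activation of sample wells plus 3 SD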; further: some results filed as inactive read as strong as hits
# Target sequence (P08173 whole entry, looked up): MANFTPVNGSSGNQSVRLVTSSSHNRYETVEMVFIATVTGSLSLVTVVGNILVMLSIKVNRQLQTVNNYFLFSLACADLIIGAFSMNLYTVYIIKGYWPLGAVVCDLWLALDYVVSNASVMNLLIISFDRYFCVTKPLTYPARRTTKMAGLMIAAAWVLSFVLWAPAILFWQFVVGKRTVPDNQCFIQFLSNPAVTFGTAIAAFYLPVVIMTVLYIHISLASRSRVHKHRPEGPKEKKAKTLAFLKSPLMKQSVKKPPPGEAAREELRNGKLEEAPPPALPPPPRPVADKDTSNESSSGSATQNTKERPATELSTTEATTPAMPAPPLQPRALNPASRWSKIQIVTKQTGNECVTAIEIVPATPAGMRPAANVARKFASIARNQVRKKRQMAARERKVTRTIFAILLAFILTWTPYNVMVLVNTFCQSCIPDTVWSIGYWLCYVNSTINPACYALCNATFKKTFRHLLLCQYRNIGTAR
# GalR3 antag – blocks the human galanin receptor 3; HEK293 GalR3-CNG cAMP membrane potential fluorescence; galR3 body fused to GalR1 C-terminus; 0.44% of 360,000 active; inhibition, % at 3 µM;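 active means inhibition above the screen-wide average plus 3 SD, cut at about 13% in these data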;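 further: forskolin and galanin both at EC90 stimulate the cells; cAMP rise reported by CNG channel membrane potential dye signal; 0% = forskolin plus galanin with DMSO and 100% = forskolin alone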
# Target sequence (O60755 1-299 limits assumed): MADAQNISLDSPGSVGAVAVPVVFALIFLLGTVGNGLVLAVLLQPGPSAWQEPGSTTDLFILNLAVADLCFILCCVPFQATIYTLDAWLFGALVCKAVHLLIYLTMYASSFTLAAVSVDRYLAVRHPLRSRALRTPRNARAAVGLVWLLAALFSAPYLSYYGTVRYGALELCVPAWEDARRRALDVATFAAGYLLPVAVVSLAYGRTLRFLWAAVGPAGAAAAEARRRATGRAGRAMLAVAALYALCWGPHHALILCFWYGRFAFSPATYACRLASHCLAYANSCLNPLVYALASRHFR
# PHOSPHO1 inh – inhibitors of human PHOSPHO1 phosphatase. Q8TCT1. recombinant PHOSPHO1, absorbance phosphatase assay. inhibition, % at 13.3 µM. 1.1% of 290,000 active; in the data active means inhibition above about 60%
# Target sequence (Q8TCT1 whole entry, looked up): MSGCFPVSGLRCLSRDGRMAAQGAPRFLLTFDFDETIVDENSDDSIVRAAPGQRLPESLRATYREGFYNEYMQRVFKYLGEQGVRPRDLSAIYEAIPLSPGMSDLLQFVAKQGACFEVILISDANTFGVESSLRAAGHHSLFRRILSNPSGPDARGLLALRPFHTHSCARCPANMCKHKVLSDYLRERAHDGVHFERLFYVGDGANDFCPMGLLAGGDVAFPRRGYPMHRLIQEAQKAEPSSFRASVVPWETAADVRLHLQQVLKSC
# MEKK3 PB1 HTS – modulators (inhibitors or enhancers) of MEK5 binding to human MEKK3 PB1 domain. Q99759. bead-based flow cytometry, Alexa488-MEK5 binding to MEKK3; actives lie on both sides; 0 = blocked by unlabeled MEK5, 100 = vehicle. binding response (% of control), % at 10 µM. 1.4% of 290,000 active;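 active means binding response more than 3 SD above or below the average of its plate-row segment, actives on both sides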;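 further: Alexa488 bead fluorescence after subtracting the streptavidin-only scavenger bead signal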
# * = called active by the depositor; . = not tested or not shown.
# The line under a structure holds: IDE cell activ, IDE inh, CRFR2-BP ag, CRFR2-BP antag, pCIP destab, M4 PAM, GalR3 antag, PHOSPHO1 inh, MEKK3 PB1 HTS
Cc1ccc(-c2nn(-c3ccccc3)cc2/C=C/C(=O)O)o1
 : 0, 12, 0.3, 24, 5, -1, -7, 32, 110
Cc1c(Br)c([N+](=O)[O-])nn1C(C)C(=O)N1CCc2ccccc2C1 (configuration not stated)
 : 3, 7, -2.2, -16, -17, -14, -4, 20, 101
N#Cc1c(SCC(=O)Nc2ccc(Cl)cc2Cl)sc2c(O)cc(=O)[nH]c12
 : -3, -1, 0.1, 0, -5, 3, -8, 12, 102
COc1ccc(Nc2cc(Cl)ccc2C(=O)O)cn1
 : -1, 9, 0.3, -11, -6, 2, -9, -3, 91
Cn1c(C(O)c2ccc3c(c2)OCO3)nc2ccccc21 (configuration not stated)
 : 0, -4, 1.9, 10, -2, 6, 3, 7, 97
Nc1nc(Nc2cccc(Cl)c2)n[nH]1
 : ., -2, 1.1, 11, -10, -8, 0, 3, 100
CSc1ccccc1OCc1cc(C(=O)NC2CCOC(C)(C)C2)no1 (configuration not stated)
 : 2, 1, -0.4, -9, -4, 13, -1, 16, 103
COc1cc(NC(=O)c2cc([N+](=O)[O-])ccc2NC(=O)CN2CCN(c3ccccn3)CC2)cc(OC)c1
 : -2, -5, 3.5, -17, 10, -11, 0, 10, 95
CNc1csc(C)c(C)c1=O
 : 3, -5, 0.8, -2, -3, 4, -3, -2, 98
Cc1ccc(C(=O)Nc2cc3c(oc2=O)CCCC3=O)cc1
 : 2, 2, -0.3, 10, 16, 9, -1, -30, 105
CC(C)(Oc1ccc(-c2ccco2)cc1)C(=O)O
 : ., 5, ., ., -11, ., ., -31, 101
COc1cccc(C(=O)OCc2ccccc2C#N)c1O
 : 3, 2, -4.2, 9, -9, 1, -5, -9, 99
CCOC(=O)c1ccccc1NC(=O)c1cc2sccc2n1C
 : 4, 9, 3.7, 7, -4, 3, -5, 21, 104
Cc1c(CN2CCC(CO)(CCOc3ccccc3)CC2)[nH]c2ccc(Cl)cc12
 : 25*, -4, 13, -48, 5, 0, -3, 27, 114
N#Cc1cccc(NC(=O)CSc2ccccc2)c1
 : 2, 6, -6.0, 43, -11, 6, -10, -10, 97

# Shown with values ahead of the structure: 2 of the compounds above.
IDE cell activ | IDE inh | CRFR2-BP ag | CRFR2-BP antag | pCIP destab | M4 PAM | GalR3 antag | PHOSPHO1 inh | MEKK3 PB1 HTS | canonical_smiles
. | -2 | 1.1 | 11 | -10 | -8 | 0 | 3 | 100 | Nc1nc(Nc2cccc(Cl)c2)n[nH]1
2 | 1 | -0.4 | -9 | -4 | 13 | -1 | 16 | 103 | CSc1ccccc1OCc1cc(C(=O)NC2CCOC(C)(C)C2)no1 (configuration not stated)

# Next part:
# The line under a structure holds: IDE cell activ, IDE inh, CRFR2-BP ag, CRFR2-BP antag, pCIP destab, M4 PAM, GalR3 antag, PHOSPHO1 inh, MEKK3 PB1 HTS
O=c1cc(CO)oc(C(Nc2cccc([N+](=O)[O-])c2)c2ccccn2)c1O (configuration not stated)
 : 1, -1, -0.5, 7, 5, 3, 0, -6, 108
O=C(Nc1ccc(Br)cc1)Nn1cnnc1
 : -4, 5, 4.5, -6, -10, 0, 3, 24, 97
O=C(c1ccccc1)N(NC(=O)C(O)(c1ccccc1)c1ccccc1)c1cccc(F)c1
 : 0, -3, 2.7, -11, -4, -13, -7, -1, 96
Cc1ccc(OCCCC(=O)NC2CCCCC2)cc1
 : -6, 5, -5.1, 9, -2, 9, -10, 18, 108
O=C1OCc2ccc(NC(=O)C3CC3)cc21
 : 5, 5, -1.5, 0, 10, 2, 1, 1, 102
C=C1C[C@H](O[C@@H]2O[C@H](CO)[C@@H](O)[C@H](O)[C@H]2O)[C@@H]2[C@H](OC(=O)[C@H]2C)[C@H]2[C@H](C)[C@@H](O)C[C@@H]12
 : 4, 1, -1.7, 3, ., 4, -4, ., .
Cc1ccc(NC(=O)N2CCC(C(=O)c3ccc(F)cc3)CC2)cc1
 : -5, 2, 0.0, 10, 5, 7, -10, 31, 103
Cc1ccc(-c2[nH]c(=S)[nH]c(=O)c2C#N)cc1
 : 0, 6, -2.1, 23, -2, 16, -7, 48, 98
CCn1nnnc1SCC(=O)c1cc(Cl)ccc1OC
 : 3, 3, -0.6, 21, -16, -1, -5, 28, 100
COc1ccccc1NC(=O)N(C)C[C@@H]1OCc2cn(nn2)CCCC(=O)N([C@H](C)CO)C[C@H]1C
 : ., ., 2.3, -6, ., 0, -2, ., .
O=C(O)c1cc(N/N=C/c2c(O)ccc3ccccc23)ccc1Cl
 : -1, -2, -1.6, -2, -23, 7, -1, 31, 94
CC(C)N1CC(C(=O)Nc2ccc(S(=O)(=O)N3CCCCC3)cc2)CC1=O (configuration not stated)
 : 4, -8, -0.7, -1, -1, -2, -4, 31, 100
Cc1cc(SCC(=O)N2CCCC2=O)nc2ccccc12
 : -1, 2, 0.1, -7, ., 4, -3, ., .
COc1cccc(C(=O)NCCS(=O)(=O)NCc2cccs2)c1
 : -1, -6, 0.6, -12, ., 3, -6, ., .
O=C(CCCCl)N1CCc2[nH]c3ccccc3c2C1
 : -3, ., 1.4, -2, ., 5, 1, ., .

# Structures listed so far that contain two or more sulfur atoms, in the order listed:
# The line under a structure holds: IDE cell activ, IDE inh, CRFR2-BP ag, CRFR2-BP antag, pCIP destab, M4 PAM, GalR3 antag, PHOSPHO1 inh, MEKK3 PB1 HTS
N#Cc1c(SCC(=O)Nc2ccc(Cl)cc2Cl)sc2c(O)cc(=O)[nH]c12
 : -3, -1, 0.1, 0, -5, 3, -8, 12, 102
COc1cccc(C(=O)NCCS(=O)(=O)NCc2cccs2)c1
 : -1, -6, 0.6, -12, ., 3, -6, ., .

# Printed as active in IDE cell activ, among the entries above:
# The line under a structure holds: IDE cell activ, IDE inh, CRFR2-BP ag, CRFR2-BP antag, pCIP destab, M4 PAM, GalR3 antag, PHOSPHO1 inh, MEKK3 PB1 HTS
Cc1c(CN2CCC(CO)(CCOc3ccccc3)CC2)[nH]c2ccc(Cl)cc12
 : 25*, -4, 13, -48, 5, 0, -3, 27, 114

# The list continues.
# The line under a structure holds: IDE cell activ, IDE inh, CRFR2-BP ag, CRFR2-BP antag, pCIP destab, M4 PAM, GalR3 antag, PHOSPHO1 inh, MEKK3 PB1 HTS
C=C(C)CSc1nncn1/N=C/c1ccc(OC)cc1
 : 3, -3, -0.6, -32, -3, 30*, -5, 30, 104
COc1ccc(S(=O)(=O)Nc2ccc3c(c2)C(=O)N([C@H](C)CO)C[C@H](C)[C@@H](CN(C)S(=O)(=O)c2cn(C)cn2)OCCCC[C@H](C)O3)cc1
 : ., ., 0.2, 14, ., -1, -2, ., .
N#Cc1c(Nc2ccc(F)cc2)sc(C(=O)c2ccc(F)cc2)c1N
 : 10, -1, -1.4, -13, -16, 8, -3, -1, 91
CC(C)(C)c1ccc(N=C2SCC(=O)N2Cc2cccs2)cc1
 : 2, -1, 6.1, 3, -2, 0, -1, 25, 104
Cc1nn(Cc2ccccc2)c(C)c1NC(=O)CCCn1nc([N+](=O)[O-])c(Cl)c1C
 : 5, -2, -2.0, 3, -1, -4, -8, -38, 90
CC([NH2+][O-])C(C)(C)NO (configuration not stated)
 : -3, 5, 0.2, 8, 0, 9, 7, 29, 107
O=C(OCC(=O)c1c[nH]c2ccccc12)c1ccc([N+](=O)[O-])s1
 : 6, 10, 2.2, -2, 11, -6, -4, -6, 99
CCOc1ccccc1N1CCN(C(=O)c2csc(C)c2CC)CC1
 : 4, 7, -2.6, -4, -6, -5, -2, 20, 104
CSc1ccc(C(=O)Nc2cc(S(=O)(=O)N3CCOCC3)ccc2N2CCOCC2)cc1[N+](=O)[O-]
 : 2, ., -1.4, 10, ., 4, -6, ., .
CC(C)(C)S(=O)N1Cc2cc(CO)cc(CCO)c2[C@@H]1CCO (some centres not stated)
 : 0, ., 3.6, -15, ., 1, -7, ., .
COc1cc(NC(=O)c2ccc(N3CC4CC(C3)c3cccc(=O)n3C4)c(NC(=O)c3ccncc3)c2)cc(OC)c1OC (configuration not stated)
 : -5, -2, -2.8, -5, 3, 6, -5, 27, 99
N#C/C(=C\c1ccncc1)c1ccccn1
 : 3, 7, 0.5, 0, 13, 3, -8, -47, 97
O=C(NNC(=O)c1cc(-c2ccncc2)nc2ccccc12)c1ccccc1F
 : 5, -3, 2.7, 4, ., 0, -4, ., .
COc1ccc2c(=O)c(-c3ccc4c(c3)OCO4)coc2c1
 : 5, 7, 0.1, 4, 9, 6, -5, 4, 94
COc1ccc(-c2noc(CN(C(=O)c3ccoc3C)C(C)C)n2)cc1
 : 2, -2, -0.7, -5, -8, -9, -1, 47, 97

# (next part)
SMILES	IDE cell activ	IDE inh	CRFR2-BP ag	CRFR2-BP antag	pCIP destab	M4 PAM	GalR3 antag	PHOSPHO1 inh	MEKK3 PB1 HTS
FC(F)Sc1ccc(NC(=S)NC(c2ccccc2)c2ccccc2)cc1	2	2	1.1	-9	3	-20	-10	-26	109
C[C@H](CO)N1C[C@H](C)[C@@H](CN(C)C(=O)Nc2ccc(C(F)(F)F)cc2)Oc2ccc(NC(=O)C3CCCCC3)cc2C1=O	-2	3	1.8	-1	.	-2	-4	.	.
Cc1cc(Cl)ccc1OCCCC(=O)NCCN1C(=O)S/C(=C\c2cccnc2)C1=O	-3	2	0.9	-22	-6	-17	-4	16	118
CN(CC(=O)Nc1ccc(N2CCOCC2)cc1)C(=O)CSc1ccccc1F	-2	-2	-0.1	1	.	12	-4	.	.
O=c1[nH]c(COc2ccc(Cl)cc2Cl)nc2ccccc12	0	-2	0.7	-12	-1	3	2	37	99
O=C(Cc1ccccc1)Nc1ccnn1C1CCN(Cc2ccc(CO)o2)CC1	1	4	0.8	9	3	6	-2	11	102
Cc1cc(/C=N/NC(=O)c2ccncc2)c(C)n1-c1cccc(C(F)(F)F)c1	-1	2	1.1	-22	-2	4	-3	4	99
COc1cccc(OC)c1C(=O)NC(=S)NCc1cccnc1	3	-2	0.4	1	-3	8	1	19	100
COc1ccc(Cn2c(=O)cc(N)n(-c3ccccc3C)c2=O)cc1	.	-1	0.0	-7	-4	-2	-6	40	106
CN(C(=O)COC(=O)C1CCN(S(=O)(=O)c2cccs2)CC1)C1CCS(=O)(=O)C1 (configuration not stated)	-1	2	1.6	-15	-4	1	-4	13	87
Nc1nc2ccccc2n1C(=O)c1ccccc1	0	-3	-0.9	-4	2	-3	-6	16	103
COc1ccc(C2(C)NC(=O)N(CC(=O)Nc3c(C)n(C)n(-c4ccccc4)c3=O)C2=O)cc1 (configuration not stated)	-2	6	-1.8	-4	.	4	-6	.	.
Cc1cc(Cl)c(C)c(S(=O)(=O)N2CCN(CC(=O)N3CCOCC3)CC2)c1Cl	2	2	0.8	-2	.	-6	2	.	.
CC12CCC(c3c(CO)nn(-c4ccccc4)c31)C2(C)C (configuration not stated)	11	9	-0.5	-7	-45	-6	-6	-17	99
O=C(O)CNC(=O)/C(=C\c1cccc([N+](=O)[O-])c1)NC(=O)c1ccco1	0	-4	-0.6	-2	-10	3	6	34	84
COc1ncccc1-c1nnn(-c2ccc(Cl)c(Cl)c2)n1	3	-3	-1.1	2	6	-1	-4	39	102
O=C(COc1ccccc1)NCc1ccco1	5	.	4.0	65*	.	7	-2	.	.
NC(=O)c1sc2nnc(-c3ccccc3)c(-c3ccccc3)c2c1N	-1	-8	0.7	-14	-15	-16	6	-60	87
CCS(=O)(=O)N1CCN(Cc2ccc([N+](=O)[O-])cc2)CC1	-5	0	12	9	-14	6	-4	-49	105
Cc1cc(C)nc(-n2nc(C)cc2NC(=O)CN2CCC(C)CC2)n1	0	3	-6.5	30	-3	14	-8	-4	99
COc1ccccc1NC(=O)CN1CCC(C(=O)c2ccc(F)cc2)CC1	-3	-3	1.7	4	13	7	-3	38	96
